Source: PubChem BioAssay (The Scripps Research Institute Molecular Screening Center)
FBW7 act – activators of human E3 ligase FBW7 | AlphaScreen FBW7–phospho-cyclin E peptide binding, activator screen | normalized activity (activation), % at 26.1 µM | 650,000 tested, 0.13% active | AID 1259310; in the data active = normalized activity above about 1.9%;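 note: purified mutant Fbw7 with reduced substrate affinity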
Target sequence (Q969H0 whole entry, looked up): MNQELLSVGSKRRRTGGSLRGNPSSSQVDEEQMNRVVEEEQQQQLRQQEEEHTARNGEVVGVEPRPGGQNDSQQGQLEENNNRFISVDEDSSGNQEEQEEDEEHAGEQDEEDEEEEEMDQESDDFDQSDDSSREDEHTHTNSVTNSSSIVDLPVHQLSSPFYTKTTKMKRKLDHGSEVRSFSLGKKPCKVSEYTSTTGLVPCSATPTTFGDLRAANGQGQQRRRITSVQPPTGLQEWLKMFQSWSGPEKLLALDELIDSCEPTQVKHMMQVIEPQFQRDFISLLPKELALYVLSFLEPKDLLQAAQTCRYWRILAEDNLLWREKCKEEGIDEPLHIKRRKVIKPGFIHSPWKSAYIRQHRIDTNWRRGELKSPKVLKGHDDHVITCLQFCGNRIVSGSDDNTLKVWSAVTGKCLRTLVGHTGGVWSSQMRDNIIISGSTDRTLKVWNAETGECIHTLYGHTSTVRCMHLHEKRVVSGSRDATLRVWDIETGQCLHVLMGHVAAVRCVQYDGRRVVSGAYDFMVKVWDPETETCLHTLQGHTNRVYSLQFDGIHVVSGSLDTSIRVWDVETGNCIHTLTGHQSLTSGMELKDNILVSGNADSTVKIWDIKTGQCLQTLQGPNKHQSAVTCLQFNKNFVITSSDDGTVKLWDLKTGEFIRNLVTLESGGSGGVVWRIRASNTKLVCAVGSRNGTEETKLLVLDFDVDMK
MITF inh – human MITF inhibition, primary screen; AlphaScreen MITF homodimerization, bead proximity signal; O75030; AID 1259374; 650,000 tested, 0.91% active; inhibition, % at 2.6 µM; in the data active = inhibition above about 50%;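 note: 0% = vehicle wells with protein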
TEAD-YAP block – TEAD-YAP interaction inhibition; AID 1259422; HEK-TIYL cells, TEAD-Gal4/YAP UAS-luciferase luminescence; inhibition, % at 9.12 µM; 640,000 tested, 1.4% active; in the data active = inhibition above about 32%;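 note: 0% = median of test compound wells and 100% = reference inhibitor wells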
GPR151 activ – activators of human GPR151. 650,000 tested, 1% active. PathHunter beta-arrestin GPR151 cells, luminescence. Q8TDV0. activation, % at 11.2 µM; in the data active = activation above about 4.9%;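 note: 0% = median of compound wells and 100% = cells with positive control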
Target sequence (Q8TDV0 whole entry, looked up): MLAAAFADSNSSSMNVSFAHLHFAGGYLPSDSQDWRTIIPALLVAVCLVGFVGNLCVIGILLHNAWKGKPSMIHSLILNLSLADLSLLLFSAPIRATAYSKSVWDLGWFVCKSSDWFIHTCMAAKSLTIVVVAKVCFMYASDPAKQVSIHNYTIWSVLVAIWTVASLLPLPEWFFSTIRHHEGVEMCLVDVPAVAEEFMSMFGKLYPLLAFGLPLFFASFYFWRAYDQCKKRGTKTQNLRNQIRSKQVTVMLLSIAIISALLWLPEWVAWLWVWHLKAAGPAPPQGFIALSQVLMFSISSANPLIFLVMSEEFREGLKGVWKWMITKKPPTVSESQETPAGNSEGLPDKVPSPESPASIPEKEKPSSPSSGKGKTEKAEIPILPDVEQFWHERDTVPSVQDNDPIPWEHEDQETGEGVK
* marks the source's active call; other numbers are inactive results.

SMILES	FBW7 act	MITF inh	TEAD-YAP block	GPR151 activ
COc1ccc(NC2=C(Cl)C(=O)OC2OC)cc1 (stereo unspecified)	0.2	16.2	-1.2	1.5
CCOc1ccc(-c2oc3c(C)cc(C)cc3c(=O)c2O)cc1OC	0.4	14.7	7.7	-0.8
CC(=O)Cn1cnc2c(nnn2-c2ccc(Cl)cc2)c1=O	0.0	-13.7	-5.4	-2.1
O=C(Nc1ccccc1C(=O)O)c1ccc(Br)o1	-0.1	-7.3	-18.5	-7.0
Cc1ccc(C2(CC(=O)OCCCC(C#N)c3ccccc3)CCOC(C)(C)C2)cc1 (stereo unspecified)	-0.1	-7.3	9.2	1.0
Cc1nc2c(C(=O)NCc3ccc(F)cc3)cnn2c(C)c1Cc1ccccc1F	-0.1	7.8	-8.6	0.0
COC(=O)c1c(NC(=O)c2cc(OC)cc(OC)c2)sc2c1CCN(Cc1ccccc1)C2	0.3	-0.3	-3.8	0.5
Cc1nnc2n1CCN(Cc1ccc(C(C)C)cc1)CC2	0.1	6.0	8.3	0.8
CCNC(=S)N/N=C/c1ccc(-c2ccccc2)o1	-0.1	-1.6	-4.2	0.5
CC(=O)c1[nH]c(C)c(C(=O)NCCCc2ccccc2)c1C	-0.1	11.1	-3.1	-1.1
CC(C)c1ccc(C2/C(=C(/O)c3ccc(Cl)cc3)C(=O)C(=O)N2CCN)cc1 (stereo unspecified)	-0.2	-3.5	-1.9	0.4
Cc1ccc(/C=C/C(=O)N2CCOCC2)cc1	0.7	23.8	-30.1	-2.3
C=CCOc1c(Br)cc(/C=c2\sc3n(c2=O)C(c2ccc(Cl)cc2)C(C(=O)OCC)=C(C)N=3)cc1OC (stereo unspecified)	0.0	0.9	-6.5	-1.0
O=C(Nc1cccc(F)c1)c1ccccc1C(F)(F)F	0.0	-9.9	5.8	0.1
CC1CCCN(C(=O)CCC2NC(=O)c3ccccc3NC2=O)C1 (stereo unspecified)	0.0	0.6	2.0	-1.0
O=C(Nc1ccc(C(=O)N2CCOCC2)cc1)c1cccc(Br)c1	-0.1	-4.4	-6.3	-0.9
NC(=O)c1cc(NC(=O)c2cccc([N+](=O)[O-])c2)ccc1Cl	0.0	-8.6	4.1	0.1
COc1ccccc1CNC(=O)Cc1csc(SCc2ccc(Cl)cc2)n1	0.0	-2.9	6.2	0.7
C/C(=N/N=C(/C)c1cc(C)ccc1OCC(=O)O)c1cc(C)ccc1OCC(=O)O	0.0	-6.8	-2.8	-1.7
CCCC(=O)Nc1cc(-c2nnc3c4ccccc4c(C)nn23)ccc1C	-0.1	0.3	-6.4	1.0
O=C(N/N=C/c1cccc(Br)c1)c1cc(I)ccc1O	0.0	2.1	0.9	0.2
COc1ccc(/C=C(\C#N)C(=O)Nc2ccc(C(=O)O)cc2)cc1	0.2	12.2	-1.1	0.5
CC(=O)c1cccc(NC(=O)COc2c(C)ccc(C)c2C)c1	-0.1	3.3	-3.7	-0.4
O=C1N/C(=C/c2ccccc2F)C(=O)N1c1cccc(Cl)c1	-0.2	-0.7	-8.6	-0.8
COc1ccc(N2CC(C(=O)Nc3ccncc3)CC2=O)cc1 (stereo unspecified)	0.0	4.5	-1.0	1.8
CC(OC(=O)c1cc2occc2n1C)C(=O)NCCc1ccccc1 (stereo unspecified)	-0.1	3.9	0.0	-1.1
COc1ccc(CNC(=O)C(=O)N/N=C/c2cccc(Br)c2)cc1	-0.1	-8.1	2.0	-1.4
O=C(Nc1nc2ccccc2c2nc3ccccc3n12)c1cc(Cl)sc1Cl	-0.2	3.8	2.5	0.4
Cc1ccccc1CNC(=O)Nc1ccc(-c2cn[nH]c2)cc1	0.2	-6.2	-8.6	-0.2
Cc1cc(C)n(C(=O)CCCC(=O)O)n1	-0.1	10.1	6.2	1.6

6 entries from above, set out differently.
compound,FBW7 act,MITF inh,TEAD-YAP block,GPR151 activ
CC(C)c1ccc(C2/C(=C(/O)c3ccc(Cl)cc3)C(=O)C(=O)N2CCN)cc1 (stereo unspecified),-0.2,-3.5,-1.9,0.4
Cc1ccc(/C=C/C(=O)N2CCOCC2)cc1,0.7,23.8,-30.1,-2.3
C=CCOc1c(Br)cc(/C=c2\sc3n(c2=O)C(c2ccc(Cl)cc2)C(C(=O)OCC)=C(C)N=3)cc1OC (stereo unspecified),0.0,0.9,-6.5,-1.0
O=C(Nc1cccc(F)c1)c1ccccc1C(F)(F)F,0.0,-9.9,5.8,0.1
CC1CCCN(C(=O)CCC2NC(=O)c3ccccc3NC2=O)C1 (stereo unspecified),0.0,0.6,2.0,-1.0
O=C(Nc1ccc(C(=O)N2CCOCC2)cc1)c1cccc(Br)c1,-0.1,-4.4,-6.3,-0.9

(list continues)
SMILES	FBW7 act	MITF inh	TEAD-YAP block	GPR151 activ
Cc1cc(C)nc(SCc2cc(=O)c(OC(=O)C3c4ccccc4Oc4ccccc43)co2)n1	0.0	7.8	-4.2	0.4
CSc1cccc(Nc2nc3ccccc3n3cnnc23)c1	0.2	7.6	-29.4	-0.1
CC(C)CCNC(=O)CSc1nc2ccsc2c(=O)n1CCCCCC(=O)O	-0.1	5.2	-9.7	1.4
COc1ccc(OCC(=O)NNC(=O)CCl)cc1	0.1	4.5	5.0	-1.6
COc1cc(OC)c(OC)cc1/C=C/C(=O)c1cc2cccc(OC)c2oc1=O	0.2	5.0	11.3	-0.1
O=C(CSc1nnc2[nH]c(=O)ccn12)Nc1ccc(Cl)cc1	0.3	15.7	2.9	1.2
NC(=S)N1CCC(c2ccccc2)=N1	0.1	4.6	10.9	-1.0
COc1ccccc1N1CCN(c2nc(N)c(C#N)c(CC#N)c2C#N)CC1	-0.3	3.9	-5.7	-0.4
Cc1nn(C)cc1CN1CCC(C2(CCc3ccccc3)NC(=O)NC2=O)CC1 (stereo unspecified)	0.3	3.7	-15.2	0.7
FC(F)(F)c1ccc(Cn2cnc3c(NC4CCN(Cc5ccccc5)CC4)nc(-c4cccs4)nc32)cc1	-0.1	4.1	7.6	1.0

2 successive compounds already listed, quoted:
SMILES	FBW7 act	MITF inh	TEAD-YAP block	GPR151 activ
Cc1cc(C)nc(SCc2cc(=O)c(OC(=O)C3c4ccccc4Oc4ccccc43)co2)n1	0.0	7.8	-4.2	0.4
CSc1cccc(Nc2nc3ccccc3n3cnnc23)c1	0.2	7.6	-29.4	-0.1

The results go on.
SMILES	FBW7 act	MITF inh	TEAD-YAP block	GPR151 activ
Cc1ccc(N(C(=O)c2ccccc2F)C2C=CS(=O)(=O)C2)cc1Cl (stereo unspecified)	-0.2	-4.5	-1.2	-0.1
CC1CCCCN1S(=O)(=O)c1ccc(C(=O)Nc2nc3c(s2)Cc2ccccc2-3)cc1 (stereo unspecified)	0.0	-0.8	-4.4	-1.2
Cc1noc(C)c1COC(=O)c1ccc2[nH]c(C)c(C)c2c1	0.6	25.1	-9.6	-0.9
Cc1cccc2cc(C(c3nnnn3C(C)(C)C)N3CCCCC3)c(=O)[nH]c12 (stereo unspecified)	0.1	-3.2	5.4	-0.4
O=C(NCc1ccc(F)cc1)c1cc(-c2ccc3c(c2)OCO3)on1	0.0	-8.1	-6.6	2.4
Cc1c(C(=O)N2CC(C)CC(C)C2)sc2ncn(CC(=O)N3CCC(C)CC3)c(=O)c12 (stereo unspecified)	-0.2	21.5	3.9	4.8
COc1ccc(NC(=O)c2sc3nc(N)c(C#N)cc3c2N)c([N+](=O)[O-])c1	0.1	5.7	-1.6	1.7
Cc1ccccc1C(=O)Oc1cc(N)n(S(=O)(=O)c2ccccc2)n1	-0.1	18.1	5.8	-0.3
Cc1ccccc1OCC(O)Cn1c(CO)nc2ccccc21 (stereo unspecified)	0.1	3.0	5.4	-0.6
CCc1nc2ccccc2c2nn(CC(=O)N3CCOCC3)c(=O)n12	-0.1	-6.0	-4.9	6.6*
CCCN(CCC)CCCNC(=O)C1c2ccccc2C(=O)N(Cc2ccc(F)cc2)C1c1ccc(OC)cc1 (stereo unspecified)	-0.1	2.1	-0.8	-0.6
OCCC1CCCCN1c1ccnc2c(-c3ccc(F)c(Cl)c3)cnn12 (stereo unspecified)	0.3	16.9	41.4*	1.0
COCc1ccc(C(=O)N2CCC[C@H]2[C@H](O)c2nc3ccccc3s2)s1	0.2	10.8	-6.0	-0.5
CC1CCc2c(sc3nc(NN)n(C)c(=O)c23)C1 (stereo unspecified)	0.3	-8.2	-3.3	0.7
CC(C)OCCCNC(=O)CSc1ccsc1[N+](=O)[O-]	0.0	9.1	8.5	-1.0
COC(=O)c1ccccc1N=Cc1c(O)[nH]c2ccccc12	-0.3	10.8	9.5	-0.3
C=CCNc1nc(Cl)nc(NCC(=O)OCC)n1	0.5	20.4	-9.6	0.2
CC(=O)c1ccc(S(=O)(=O)NCc2ccccc2Cl)cc1	0.1	7.3	-11.6	-1.7
CCN(CC)CCN1CCN(c2ccnc3c(-c4ccc(Cl)cc4)cnn23)CC1	-0.1	-25.9	-39.3	0.5
CCC(=O)Nc1ccccc1-c1nnn(CC(=O)N2c3ccccc3CC2C)n1 (stereo unspecified)	-0.1	-1.9	8.7	0.5
Cc1cc2c(c(=O)n1Cc1cccnc1)C(c1cccc([N+](=O)[O-])c1)C(C#N)=C(N)O2 (stereo unspecified)	0.1	20.5	13.3	-0.6
Cc1ccc(N(CC(=O)Nc2ccccc2C(C)C)S(C)(=O)=O)cc1	0.2	10.0	1.6	6.5*
O=C(CN1Cc2ccccc2C1=O)N1CCc2ccccc2C1	-0.1	-4.4	-8.6	0.3
COC(=O)c1cccc(-n2c(C)cc(/C=C(\C#N)C(=O)Nc3ccc(OC)cc3)c2C)c1	-0.2	-8.3	52.6*	-1.1
CC(C)(C)c1ccc(C(=O)Nc2c3c(nn2-c2ccc([N+](=O)[O-])cc2)CS(=O)(=O)C3)cc1	0.0	8.5	5.5	-1.9
Cc1cc(Br)cc(C)c1OCC(=O)NNC(=O)c1cccs1	-0.1	-3.5	1.2	-1.1
O=C(COc1cccc(C(F)(F)F)c1)NCCCN1CCCC1=O	-0.1	-11.8	0.5	3.0
CCn1c(N2CCC(C(=O)NC3CCCC3)CC2)nc2ccccc21	0.2	15.2	9.2	-1.0
COc1ccc(CN2Cc3ccccc3OC(C)C2)c(OC)c1 (stereo unspecified)	-0.1	-11.9	-20.7	2.0
C=CCSc1nc2c(c(C3CC=CCC3)c1C#N)CCC2 (stereo unspecified)	0.2	-9.8	-0.2	1.0
COc1ccc(C(=O)Oc2ccc3c(=O)c(-c4nc5ccccc5s4)c(C)oc3c2C)cc1	-0.2	4.0	1.8	-0.2
COc1cc(/C=N/N=c2/sc3ccccc3n2C)cc(OC)c1OC	0.0	18.6	-0.3	2.7
O=C(/C=C/c1ccc2c(c1)OCO2)NCc1cccs1	-0.2	5.1	-40.2	-2.6
Cc1cccc(-c2ocnc2C(=O)Nc2ccc(CN3CCOCC3)cc2)c1	0.4	18.7	-18.5	0.3
Cc1ccc(S(=O)(=O)c2c(O)c3ccc(C(=O)N4CCCCC4)cc3[nH]c2=O)cc1	0.1	4.9	15.7	-0.5
Cc1cc(C)c(OCC(=O)Nc2cccnc2)c(Br)c1	0.6	8.4	-20.8	1.1
Cc1ccc(C2C(=O)N(C3CCCCCC3)CC(=O)N2Cc2ccccc2Cl)cc1 (stereo unspecified)	0.1	1.8	-1.7	0.0
CCOc1ccc(-c2nc(-c3ccccc3C)no2)cc1	0.1	0.7	26.9	1.6
CC(C(=O)NCCSc1ccc(Cl)cc1)N(c1ccccc1)S(C)(=O)=O (stereo unspecified)	-0.3	1.0	-0.7	0.2
O=C(Cc1cn(-c2ccc(Nc3ccncn3)nn2)c2ccccc12)NCCOc1ccccc1	0.0	14.4	20.0	1.5
Cc1cccc(C(=O)NCC2CCC3(CCN(C(=O)CC(C)C)CC3)O2)c1C (stereo unspecified)	0.0	-4.6	3.9	-0.2
CCOC(=O)c1ccc(NC(=O)C23CCC(C)(C(=O)O2)C3(C)C)cc1 (stereo unspecified)	-0.1	4.0	-23.4	0.9
CN(C)S(=O)(=O)c1ccc(NC(=O)c2ccccc2I)cc1	0.1	3.6	-6.1	0.6
COc1ccc2nc(NC(=O)c3ccccc3I)sc2c1	-0.2	-4.3	-47.9	-3.1
FC(F)(F)C(Oc1nc(Nc2ccccc2)nc(OC(C(F)(F)F)C(F)(F)F)n1)C(F)(F)F	0.0	-7.8	-0.7	1.6
O=c1ccc2cc(S(=O)(=O)NC3CCCCC3)ccc2[nH]1	0.1	-6.7	4.8	1.3
COc1ccc2c(c1)-c1c(ssc1=S)C(C)(C)N2C(=O)c1cccc(Cl)c1	-0.9	34.4	8.1	-0.1
COc1cccc(CN2CCc3nnc(C(NS(C)(=O)=O)C(C)C)n3CC2)c1 (stereo unspecified)	-0.1	5.5	8.7	0.2
O=C(CCc1nnc(-c2ccc3c(c2)OCO3)o1)NCc1ccc(C(F)(F)F)cc1	-0.1	-3.9	1.3	2.3
CCC1Oc2ccccc2N(CC(=O)NC2CCCCC2C)C1=O (stereo unspecified)	0.0	7.8	-3.1	2.0

Single records (already shown). Values in the order: FBW7 act, MITF inh, TEAD-YAP block, GPR151 activ
Entry for O=c1ccc2cc(S(=O)(=O)NC3CCCCC3)ccc2[nH]1 → 0.1, -6.7, 4.8, 1.3
Entry for CN(C)S(=O)(=O)c1ccc(NC(=O)c2ccccc2I)cc1 → 0.1, 3.6, -6.1, 0.6

Continued:
SMILES	FBW7 act	MITF inh	TEAD-YAP block	GPR151 activ
CCCCSc1nnc2c(n1)OC(c1cccc(O)c1)Nc1ccccc1-2 (stereo unspecified)	0.5	9.6	-11.5	-0.1
Cc1ccc(S(=O)(=O)NCC(=O)N(CC(=O)NC(C)(C)C)Cc2ccco2)cc1	-0.1	-2.9	2.9	-0.8
Cc1ccc(-c2noc(/C=C/c3ccccc3)n2)cc1	0.2	9.1	-14.7	-2.0
Cc1nc2cc(Nc3nnc(-c4ccccc4)c4ccccc34)ccc2n1C	0.4	14.2	19.7	-0.8
